# NRP1-CendR mod = modulators of CendR peptide binding to human neuropilin-1. O14786. FAM-RPARPAR peptide binding to NRP-1, fluorescence polarization. inhibition, % at 25 µM. 0.85% of 360,000 active;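 active means inhibition or corrected inhibition above about 18%, plus a signal ratio from 0.5 to 1.5, limit read from the data, passing the limit was not always enough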; further: strong numbers were not always called active
# MsrA inhibitor = bovine MsrA inhibition; purified bovine MsrA, absorbance read-out; inhibition, % at 15.5 µM; 0.75% of 360,000 active; AID 651718; in the data active means inhibition above about 4.5%;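 further: 0% = vehicle wells with enzyme and 100% = reference inhibitor wells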
# E coli Lon inh = E. coli protease La inhibition; P0A9M0; purified E. coli Lon protease, fluorescence polarization; inhibition, % at 7.94 µM; 0.42% of 360,000 active; AID 602123; in the data active means inhibition above about 13%, passing the limit was not always enough;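 further: 0% = enzyme with probe and DMSO and 100% = no enzyme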
# bovine MsrA act = activates bovine MsrA enzyme; purified bovine MsrA, absorbance read-out; activation, % at 10.6 µM; 0.3% of 360,000 active; AID 602163; in the data active means activation above about 7.5%;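 further: 0% = vehicle and 100% = reference activator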
# Tb MetRS inh = Trypanosoma brucei MetRS inhibition; inhibition, % at 11.9 µM; purified T. brucei MetRS, ATP depletion, Kinase-Glo luminescence; 0.4% of 360,000 active;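 active means inhibition above a per-plate cutoff of the control wells' mean inhibition plus 3 SD, cut at about 5.5% in these data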;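 further: 0% = DMSO wells median and 100% = median of wells with control inhibitor compound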
#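 Test system – parasite MetRS enzyme · Reagent – substrates ATP, L-methionine and bulk Escherichia coli tRNA · Doses – 11.9 µM compound single dose, 0.9% DMSO · Times – 15 min enzyme-compound preincubation, 2 h reaction, 10 min detection, 25 °C · Signal – Kinase-Glo luminescence, ATP depletion format · Controls – DMSO-only wells as low control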
# Scp1 inh = blocks human Scp-1 phosphatase activity; Q9GZU7; Recombinant Scp1, phosphopeptide, malachite green phosphate absorbance; inhibition, % at 20 µM; 0.88% of 340,000 active;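 active means inhibition above about 50% at 20 µM, limit read from the data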;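 further: plate controls were DMSO wells with enzyme for no effect and wells lacking enzyme for full effect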
# Target sequence (Q9GZU7 76-261 limits assumed): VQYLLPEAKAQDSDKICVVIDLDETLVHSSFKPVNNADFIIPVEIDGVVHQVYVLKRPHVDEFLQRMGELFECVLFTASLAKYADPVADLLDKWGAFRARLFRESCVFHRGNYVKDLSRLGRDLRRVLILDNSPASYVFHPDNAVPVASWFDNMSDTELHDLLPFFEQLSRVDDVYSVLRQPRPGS
#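 Test system: SCP-1 phosphatase catalytic domain, residues 76-261 | Compound dosing: One concentration, 20 µM, with 1.0% DMSO | Schedule: 45 min room-temperature reaction, 5 min colour, 30 min stabiliser | Detection: Absorbance at 630 nm | Read-out basis: % inhibition of SCP-1 phosphate liberation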
# DNMT1 block = inhibitors of human DNMT1; P26358; DNMT1 molecular beacon, Hinp1I cleavage, fluorescence; inhibition (reported as % activation of signal), % at 10 µM; 0.83% of 360,000 active; in the data active means inhibition above about 50%
# SUMO1 PPI mod = modulators of human SUMO1-mediated protein-protein interactions; P63165; SUMO1 binding to a labelled peptide, TR-FRET, 1 h; inhibition, % at 20 µM; 0.33% of 360,000 active; AID 602429; in the data active means inhibition above about 37%
# Target sequence (P63165 whole entry, looked up): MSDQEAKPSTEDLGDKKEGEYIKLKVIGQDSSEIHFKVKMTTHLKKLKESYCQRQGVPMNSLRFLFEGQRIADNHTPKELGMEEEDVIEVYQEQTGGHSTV
# STEP block = inhibitors of human striatal-enriched phosphatase STEP; recombinant STEP, OMFP fluorogenic substrate, fluorescence; inhibition, % at 20 µM; 0.25% of 360,000 active; AID 588621;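 active means inhibition at 20 µM, scaled per plate between control wells, above about 37%, limit read from the data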;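 further: 0% = DMSO with enzyme and substrate and 100% = substrate only without enzyme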
# Target sequence (P54829 whole entry, looked up): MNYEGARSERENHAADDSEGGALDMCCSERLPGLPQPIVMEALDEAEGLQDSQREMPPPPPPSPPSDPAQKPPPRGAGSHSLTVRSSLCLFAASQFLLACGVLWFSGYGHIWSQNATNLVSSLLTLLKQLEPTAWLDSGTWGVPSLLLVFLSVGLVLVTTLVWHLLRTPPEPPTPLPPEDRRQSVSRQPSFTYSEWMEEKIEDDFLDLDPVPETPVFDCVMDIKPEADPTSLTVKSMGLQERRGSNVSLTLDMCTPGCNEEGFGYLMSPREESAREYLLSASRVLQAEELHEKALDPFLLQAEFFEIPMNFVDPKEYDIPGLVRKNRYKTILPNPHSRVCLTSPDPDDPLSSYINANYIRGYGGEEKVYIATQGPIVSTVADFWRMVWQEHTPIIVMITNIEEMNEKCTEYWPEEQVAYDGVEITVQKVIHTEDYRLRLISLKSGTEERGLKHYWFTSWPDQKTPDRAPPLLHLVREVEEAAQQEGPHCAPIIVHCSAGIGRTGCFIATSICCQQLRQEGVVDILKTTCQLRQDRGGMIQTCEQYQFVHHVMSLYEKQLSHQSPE
#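 Measure: Control-normalized % inhibition with plate pattern correction | Test system: STEP phosphatase, cell-free reaction | Medium: pH 6.0 Bis-Tris with DTT and Tween 20 | Technique: Fluorescence, 480/540 nm | Times: Reaction 20 min, ambient temperature | Doses: Single compound dose of 20 µM, 1% DMSO final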
# LMPTP block = blocks human LMPTP phosphatase; 0.22% of 360,000 active; recombinant LMPTP-A, OMFP fluorogenic substrate, fluorescence intensity; inhibition, % at 20 µM;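 active means compounds that cut the enzyme signal by at least half of the control window in the single-dose screen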;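 further: plate controls were DMSO wells with enzyme plus substrate for no effect and substrate without enzyme for full effect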
# Target sequence (P24666 whole entry, looked up): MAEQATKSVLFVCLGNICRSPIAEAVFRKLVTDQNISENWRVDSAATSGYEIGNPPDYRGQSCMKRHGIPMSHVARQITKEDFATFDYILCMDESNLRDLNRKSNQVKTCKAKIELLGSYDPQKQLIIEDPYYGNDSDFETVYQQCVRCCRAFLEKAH
#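 material = LMPTP-A | quantity = 0.625 nM enzyme | reagent = OMFP substrate, 400 µM final | buffer or medium = Bis-Tris pH 6.0, DTT, detergent | detection = endpoint fluorescence intensity from OMFP dephosphorylation | dosing = single 20 µM dose | read-out basis = % inhibition relative to no-enzyme and uninhibited control wells | control set = no-enzyme and uninhibited controls | timing = 50 min at room temperature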
# * hit, by the source's call; . = no result given.
SMILES,NRP1-CendR mod,MsrA inhibitor,E coli Lon inh,bovine MsrA act,Tb MetRS inh,Scp1 inh,DNMT1 block,SUMO1 PPI mod,STEP block,LMPTP block
O=C(Nc1ccccc1NC(=O)c1c(F)cccc1F)c1c(F)cccc1F,4,-1.9,-2,-1,-0.3,-9,-1,2,-3,-0.2
N#C/C(=C/c1ccc([N+](=O)[O-])cc1)C(=O)Nc1ccccc1O,-10,0.1,1,-6,-0.6,0,-1,-12,-2,-1.3
Fc1ccccc1-c1ccc(/C=N/Nc2nc3ccccc3[nH]2)o1,-17,2.5,-62,-2,-0.3,-4,-11,7,3,2.1
CC(=O)c1cccc(-c2ccnc3c2CC(C(=O)Nc2cccnc2)O3)c1 (centres undefined),-15,-1.1,-5,-1,0.0,.,-3,2,-2,-2.0
COc1ccc(CNC(=O)CCS(=O)(=O)c2ccc3c(c2)NC(=O)C(C)S3)cc1 (centres undefined),-20,0.8,-16,-5,0.5,13,17,3,3,0.5
COc1ccccc1C(=O)Nc1cc(Cl)ccc1O,-17,1.1,-6,-5,-0.3,0,-3,-3,-7,-0.1
CCC(O)C1CCN(Cc2cn(Cc3ccccc3)nc2-c2cc3ccccc3o2)CC1 (centres undefined),9,0.1,8,-5,0.1,-2,-7,-1,-1,0.7
CCOc1ccccc1-n1nnnc1SCC(=O)N(C)C1CCS(=O)(=O)C1 (centres undefined),6,-1.7,-7,1,-0.2,.,-3,-36,-3,-11
CCCc1[nH]n(-c2ccc([N+](=O)[O-])cc2)c(=O)c1C=NCCc1c[nH]c2ccccc12,1,-0.1,-4,-2,-1.0,-10,-8,-4,11,4.2
Cc1cc(OCC(O)CN2CCN(CCO)CC2)ccc1C(C)C (centres undefined),3,1.2,2,-2,0.1,-7,2,3,2,-2.8
CC1CCCC(C)N1C(=O)Cc1ccccc1 (centres undefined),-2,0.0,0,-11,-1.8,-1,12,14,-5,-0.5
CC1(C)CC(=O)C2=C(C1)Nc1ccccc1NC2c1ccc([N+](=O)[O-])cc1 (centres undefined),1,3.9,1,-6,0.9,-4,0,-22,1,0.0
CC(CNC(=O)CCc1nnc2ccc(N3CCC4(CC3)OCCO4)nn12)c1ccccc1 (centres undefined),7,0.2,4,-4,-0.5,-6,-1,-4,-4,0.6
O=[N+]([O-])c1ccccc1N(CC1CO1)S(=O)(=O)c1ccccc1 (centres undefined),-10,-0.9,-2,-3,0.1,-6,6,-4,-2,0.8
CC1(C)CC(C)(O)N(Cc2ccccc2)C(=S)N1 (centres undefined),-2,0.8,-3,-2,0.1,-2,-5,-3,0,-1.1
O=C(/C=C/c1ccccc1)NC(NC(=S)Nc1cc(Cl)ccc1Cl)C(Cl)(Cl)Cl (centres undefined),3,1.5,-10,-2,0.6,-1,-1,7,0,-1.2
Cc1ccc(NC(=O)COC(=O)Cn2ccc(C(F)(F)F)n2)cc1Cl,-2,-0.1,1,0,0.4,1,1,-1,-1,1.4
COc1ccccc1NC(=O)CSc1nc2nc(C)cc(C)c2c(=O)[nH]1,-8,0.2,-2,-6,-0.8,0,-3,3,2,-4.5
CC(C)(C)N(Cc1ccccc1)C(=O)COC(=O)c1cccc([N+](=O)[O-])c1,16,0.2,-2,-2,-0.5,-9,4,-26,-2,0.6
COc1cc(C2C=C(Nc3ccccc3)C(=O)N2c2ccccc2)ccc1O (centres undefined),3,1.4,-129,-10,-0.9,0,-6,0,-2,0.7
COC(=O)c1cc(OC)c(OC)cc1NC(=O)c1cccc(C)c1,1,1.1,-7,-10,-0.9,1,3,-4,-1,0.6
Cc1cc(NS(=O)(=O)c2ccc(NC(=O)c3cc4cc(Br)ccc4oc3=O)cc2)no1,-1,0.0,6,-3,0.1,-9,-1,-1,1,2.0
CCCCN(C)CCCNC(=O)c1ccc(N2CCCC2=O)cc1,4,0.3,-7,2,-0.2,-2,8,1,0,-2.5
CC(C)CCOP(=O)(c1ccc(N(C)C)cc1)C(O)c1ccc(C(C)C)cc1 (centres undefined),-4,-0.4,-6,-3,-0.9,-10,-4,1,2,1.7
CCC(=O)c1ccccc1OCCN1CCN(CC)CC1,9,0.1,-5,-4,0.1,-9,0,0,2,-2.9

# Later entries
SMILES,NRP1-CendR mod,MsrA inhibitor,E coli Lon inh,bovine MsrA act,Tb MetRS inh,Scp1 inh,DNMT1 block,SUMO1 PPI mod,STEP block,LMPTP block
CCN(Cc1cc(OC)c(OC)c(OC)c1)C(=S)Nc1cccc(SC)c1,0,-0.7,-6,-3,-0.3,-9,3,6,4,-1.9
COc1cccc(CNC(=O)COC(=O)C2CCN(c3ccc(C(F)(F)F)cn3)CC2)c1,-1,-0.1,3,-2,-0.2,-4,-2,-2,1,1.8
CC(=O)NC(=S)Nc1ccc(NC(=O)c2cccnc2Cl)cc1,-3,0.3,-5,-4,-0.5,-9,1,1,-1,-1.2
CC(C)CCn1c(O)c(N=NC(=O)c2ccco2)c2ccccc21,-10,-0.4,-7,-5,-0.9,9,3,-22,-2,1.5
Cn1c(=O)c2c(ncn2Cc2nnc(N)s2)n(C)c1=O,7,0.6,-6,-5,0.2,-6,0,4,-1,-1.5
COc1cc(OC)cc(C(=O)N[C@H](C(=O)OCc2cc(=O)oc3cc(C)ccc23)C(C)C)c1,-8,-1.8,-15,-2,0.3,-18,-5,-2,1,3.3
COc1cccc(CNC(=O)CCC2CCCN(C(=O)c3ccoc3C)C2)c1 (centres undefined),-5,-0.6,12,-2,-0.7,-12,0,2,6,-1.3
CN(Cc1ccccc1)C(=O)Cn1cccc1C(=O)c1ccccc1,1,1.8,7,-3,0.0,-8,0,-4,2,-0.9
COc1ccc(-c2nnc(SCCOc3cccc(C)c3)n2N)cc1,-17,0.9,3,0,0.3,6,1,-2,2,0.4
CC1CC(C)CN(C(=O)COc2cccnc2[N+](=O)[O-])C1 (centres undefined),6,1.4,3,-4,-0.2,-5,-3,-10,-4,0.3
CCOC(=O)c1c(-c2ccccc2)csc1NC(=S)NC(=O)c1ccccc1,5,-0.4,1,-1,0.2,-8,-4,0,3,3.1
COc1cccc(C(=O)NCCNC(=O)c2ccccn2)c1,17,0.1,-1,-2,0.0,7,0,-3,0,-1.8
COc1ccc(C(C#N)c2ccc(Cl)nn2)cc1 (centres undefined),6,0.6,0,-7,-0.7,-8,3,-12,0,1.1
CCCCNC(=O)Nc1cc(C)on1,-9,-0.9,2,-1,0.3,-7,0,-2,-4,-0.4
Cc1c(Br)c([N+](=O)[O-])nn1CC(=O)Nc1ccc(C(C)C)cc1,-6,-0.8,-8,-1,0.3,-3,0,-13,-6,2.3
C/C(=N\NC(=O)c1cccc([N+](=O)[O-])c1)c1cccs1,-3,1.1,13,1,0.0,-19,6,-28,3,-0.8
CC1Sc2ccc(S(=O)(=O)CCC(=O)N3CCN(c4cccc(Cl)c4)CC3)cc2NC1=O (centres undefined),-6,-2.2,13,-4,-0.1,11,0,3,6,1.4
Cc1noc(C)c1COC(=O)c1ccc(-c2nc3ccccc3s2)s1,-5,-0.9,-3,-10,-0.8,-16,-5,-5,2,3.4
CC1CCCC(C)N1C(=O)COC(=O)/C=C/c1ccc(Br)o1 (centres undefined),-2,1.9,-1,-3,-0.1,92*,25,10,6,5.0
COc1ccc(Cl)cc1NC(=O)CN(C)C(=O)Cc1ccc2c(c1)CCC2,2,-1.6,0,-5,-0.5,-9,1,18,0,1.1
Cc1cccnc1NC1(C(F)(F)F)N=C2SCCN2C1=O (centres undefined),20,-0.7,2,-8,-1.2,1,0,-2,1,0.2
Cc1ccc(-n2c(=S)[nH]c3c(oc4ccccc43)c2=O)cc1C,-14,0.4,0,5,0.0,-10,-3,7,0,0.8
COc1ccccc1C(=O)NC(=O)CSc1nnc(C)s1,-4,0.6,-16,-2,-0.1,-6,1,8,2,0.1
O=C1C=C(N2CCOCC2)c2cccc3cccc1c23,28*,2.4,183*,-11,-0.2,.,5,-34,1,9.1
CSc1ccccc1-c1cnc(NC(C)=O)cn1,-7,0.2,-7,1,0.6,.,2,4,-1,0.0

# Single records, from the list above. Screens in order: NRP1-CendR mod | MsrA inhibitor | E coli Lon inh | bovine MsrA act | Tb MetRS inh | Scp1 inh | DNMT1 block | SUMO1 PPI mod | STEP block | LMPTP block
# Shown for CN(Cc1ccccc1)C(=O)Cn1cccc1C(=O)c1ccccc1 = 1 | 1.8 | 7 | -3 | 0.0 | -8 | 0 | -4 | 2 | -0.9
# Shown for COc1cc(OC)cc(C(=O)N[C@H](C(=O)OCc2cc(=O)oc3cc(C)ccc23)C(C)C)c1 = -8 | -1.8 | -15 | -2 | 0.3 | -18 | -5 | -2 | 1 | 3.3
# Shown for CC1CCCC(C)N1C(=O)COC(=O)/C=C/c1ccc(Br)o1 (centres undefined) = -2 | 1.9 | -1 | -3 | -0.1 | 92* | 25 | 10 | 6 | 5.0
# Shown for CSc1ccccc1-c1cnc(NC(C)=O)cn1 = -7 | 0.2 | -7 | 1 | 0.6 | . | 2 | 4 | -1 | 0.0
# Shown for COc1ccc(C(C#N)c2ccc(Cl)nn2)cc1 (centres undefined) = 6 | 0.6 | 0 | -7 | -0.7 | -8 | 3 | -12 | 0 | 1.1

# Remaining list, next part
SMILES,NRP1-CendR mod,MsrA inhibitor,E coli Lon inh,bovine MsrA act,Tb MetRS inh,Scp1 inh,DNMT1 block,SUMO1 PPI mod,STEP block,LMPTP block
CCN1C(=O)C(CC(=O)Nc2ccc(OC)cc2)N(CCCN2CCN(c3ccc(F)cc3)CC2)C1=S (centres undefined),4,1.4,-8,-1,-0.6,0,1,1,0,0.0
COC(=O)CN1C(=S)N(c2ccc(F)cc2)C(=O)C1CC(=O)Nc1ccc(OC)cc1 (centres undefined),-5,0.2,1,-2,0.4,-7,1,-2,-2,0.6
CC1=C(C(=O)Nc2ccc(C(=O)NCCC(C)C)cc2)SCCO1,-10,-1.2,5,-3,-0.5,-9,-1,3,2,-0.1
Cc1nc(N2CCN(C)CC2)c2c3c(sc2n1)CCCC3,15,-0.4,1,-1,-0.4,-6,2,4,1,-0.6
COc1ccccc1N1CCN(C(=O)CNC(=O)c2cn(-c3ccccc3OC)c(=O)c3ccccc23)CC1,1,0.2,-4,-1,-0.4,1,-2,0,2,-0.8
Cc1cc(C)cc(CSc2nnc(C)c(=O)[nH]2)c1,4,-1.4,3,-14,-0.7,6,5,4,4,1.2
CCS(=O)(=O)N1CCN(S(=O)(=O)c2ccc(S(=O)(=O)NC3CC3)cc2)CC1,9,0.7,2,-2,-0.6,-12,2,0,1,-1.5
COCCNC(=O)C1CC(=O)N(C2CCCC2)C1 (centres undefined),2,-0.5,-2,-3,0.3,44,6,1,0,-0.3
O=C(/C=C/Nc1ccccc1C(=O)O)c1cccs1,0,-0.9,-6,-3,1.8,-6,5,-6,-3,-1.1
N/C(=N\OC(=O)c1ccc(Br)cc1)c1cccc([N+](=O)[O-])c1,8,0.4,-10,-1,-0.5,65*,10,-21,2,0.2
COc1ccc(N/C(C)=C2/C(=O)C(=O)N(CCO)C2c2ccc(Br)cc2)cc1 (centres undefined),0,2.0,2,-1,0.2,-4,-3,-31,0,0.0

# Compound activity (PubChem BioAssay)
